From PubChem
FBW7 activator: FBW7 E3 ligase activators, primary screen, biochemical, AlphaScreen, human; 650,000 compounds, 0.13% hits; normalized activity (activation), % at 26.1 µM; AlphaScreen FBW7–phospho-cyclin E peptide binding, activator screen; AID 1259310, 2017; in the data active = normalized activity above about 1.9%;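 note: purified mutant Fbw7 with reduced substrate affinity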
TEAD-YAP block: TEAD-YAP interaction inhibition, primary screen, TEAD-YAP interaction inhibitor project, luminescence, HEK-TIYL cells; AID 1259422, 2018; TEAD-Gal4/YAP UAS-luciferase luminescence; 640,000 compounds, 1.4% hits; inhibition, % at 9.12 µM; in the data active = inhibition above about 32%;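 note: 0% = median of test compound wells and 100% = reference inhibitor wells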
GPR151 ag: activators of human GPR151, primary screen, cell-based, PathHunter beta-arrestin, luminescence. 650,000 compounds, 1% hits. G-protein coupled receptor 151 (Homo sapiens), Q8TDV0. PathHunter beta-arrestin GPR151 cells. activation, % at 11.2 µM; in the data active = activation above about 4.9%;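 note: 0% = median of compound wells and 100% = cells with positive control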
Target sequence (Q8TDV0 whole entry, looked up): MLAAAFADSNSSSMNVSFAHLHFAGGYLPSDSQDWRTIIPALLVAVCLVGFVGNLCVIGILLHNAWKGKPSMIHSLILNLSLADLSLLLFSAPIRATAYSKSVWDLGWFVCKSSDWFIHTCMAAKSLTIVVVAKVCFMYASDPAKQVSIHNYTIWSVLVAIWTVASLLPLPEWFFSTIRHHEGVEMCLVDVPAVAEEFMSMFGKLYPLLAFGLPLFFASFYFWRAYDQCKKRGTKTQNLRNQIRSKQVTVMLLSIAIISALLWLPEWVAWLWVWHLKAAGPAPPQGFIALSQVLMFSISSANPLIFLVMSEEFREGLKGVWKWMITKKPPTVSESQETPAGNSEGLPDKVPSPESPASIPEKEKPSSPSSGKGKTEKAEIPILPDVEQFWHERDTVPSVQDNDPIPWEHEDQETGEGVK
MITF inh: MITF inhibitors, primary screen, biochemical, AlphaScreen, human. Microphthalmia-associated transcription factor (Homo sapiens), O75030. AlphaScreen MITF homodimerization, bead proximity signal. inhibition, % at 2.6 µM. 650,000 compounds, 0.91% hits; in the data active = inhibition above about 50%;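 note: 0% = vehicle wells with protein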
Target sequence (O75030 whole entry, looked up): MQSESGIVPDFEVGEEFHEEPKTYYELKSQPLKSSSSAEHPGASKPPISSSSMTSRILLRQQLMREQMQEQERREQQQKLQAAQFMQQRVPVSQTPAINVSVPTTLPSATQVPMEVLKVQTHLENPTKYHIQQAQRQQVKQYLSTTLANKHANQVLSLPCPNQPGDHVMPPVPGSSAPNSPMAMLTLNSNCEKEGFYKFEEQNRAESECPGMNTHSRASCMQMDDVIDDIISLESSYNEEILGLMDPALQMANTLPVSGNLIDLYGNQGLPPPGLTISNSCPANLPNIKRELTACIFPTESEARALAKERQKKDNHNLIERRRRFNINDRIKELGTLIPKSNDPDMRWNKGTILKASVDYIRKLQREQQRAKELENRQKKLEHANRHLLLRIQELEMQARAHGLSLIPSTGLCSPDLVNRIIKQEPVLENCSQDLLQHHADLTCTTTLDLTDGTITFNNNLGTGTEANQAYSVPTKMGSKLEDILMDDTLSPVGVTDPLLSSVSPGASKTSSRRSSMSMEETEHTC
Starred values were filed as active, the others as inactive. Hits appear at their usual frequency. Share with any hit: about 3.5%.

molecule,FBW7 activator,TEAD-YAP block,MITF inh,GPR151 ag
COc1ccccc1N1C(=O)C2C3c4ccccc4C(c4ccccc43)C2C1=O (centres undefined),-0.1,-31,-6,-1.3
O=C(Nc1ccccc1-c1nc2ccccc2[nH]1)C1CCCN1S(=O)(=O)c1ccc(Cl)s1 (centres undefined),-0.1,5,6,-0.2
CCOC(=O)CCc1c(C)nc2cc(-c3cccc(OC)c3)[nH]n2c1=O,0.0,2,7,-0.9
O=C(Nc1ccc(N2CCOCC2)cc1)c1ccc2nc(N3CCCC3CO)sc2c1 (centres undefined),0.2,-9,9,-1.0
Cc1ccc(S(=O)(=O)N2CCOCCOCCOCCN(S(=O)(=O)c3ccc(C)cc3)CCOCC2)cc1,-0.1,-7,-13,2.8
O=C(NNC(=S)NC1CCCCC1)NC12CC3CC(CC(C3)C1)C2,0.0,-4,7,-0.4
COc1cc(NC(=O)C2COc3ccccc3C2)ccc1-c1cn[nH]c1 (centres undefined),0.2,2,-1,2.3
CCCCOC(=O)C1=C(C)NC(=O)NC1c1ccccc1Br (centres undefined),0.0,0,7,2.5
N#CCN(CC#N)C(=O)c1ccccc1Br,0.0,-1,-3,3.9
COc1ccc(-c2nc(Nc3ccc(C)c(Cl)c3)c3ccccc3n2)cc1OC,0.0,-7,1,3.9
COc1ccc(C(=O)Cn2c3ccccc3n3nc(-c4ccco4)nc23)cc1OC,0.0,-1,13,0.9
COc1ccc(NC(=O)CSc2nc3n[nH]c(C)c3c(=N)n2-c2ccccc2C)c(OC)c1,0.1,-7,12,-1.4
CCOC(=O)CNC(=O)c1cnc(N2CCN(c3ccccn3)CC2)c2ccccc12,0.1,17,21,-0.1
COc1ccccc1CCNC(=O)C1CC12CCN(Cc1cc3ccccc3[nH]1)CC2 (centres undefined),0.1,4,10,0.3
COc1ccc2c(c1)-c1c(ssc1=S)C(C)(C)N2C(=O)CSc1nnc(C)s1,-0.2,34*,19,-1.1
CC(C)NC(=O)[C@H]1C[C@@H](c2ccc(F)cc2)NS(=O)(=O)N1C,0.0,2,-2,0.6
CCC(C)c1c(O)nc(SCC(=O)N2CCCCCC2)[nH]c1=O (centres undefined),0.4,0,13,-1.5
O=C(COc1ccccc1/C=C1\SC(=O)NC1=O)Nc1ccc(F)cc1,0.2,-7,14,-0.6
Cc1c(Cl)c([N+](=O)[O-])nn1CC(=O)NCc1ccc(Cl)cc1,-0.1,3,-6,-1.1
Cn1c(CO)c(-c2ccccc2)c2cc([N+](=O)[O-])ccc21,0.2,5,-2,0.9

The final 2 entries of the part before open the next one:
molecule,FBW7 activator,TEAD-YAP block,MITF inh,GPR151 ag
Cc1c(Cl)c([N+](=O)[O-])nn1CC(=O)NCc1ccc(Cl)cc1,-0.1,3,-6,-1.1
Cn1c(CO)c(-c2ccccc2)c2cc([N+](=O)[O-])ccc21,0.2,5,-2,0.9
C=C(C)CSc1nnc(-c2ccccc2)n1N,-0.1,-25,6,-1.0
C#CCOc1c(Cl)cc(/C=C2/C(=O)ON=C2C)cc1OCC,0.0,0,41,-0.3
Cc1cccc(NS(=O)(=O)c2cc(C(=O)N3CCOCC3)ccc2Cl)c1C,-0.1,1,5,-0.4
Fc1ccccc1N1CCN(Cc2cccnc2)CC1,-0.1,7,46,-0.1
CCC(C)/C(C)=N/NC(=O)c1ccc(NS(=O)(=O)c2cccs2)cc1 (centres undefined),0.2,-6,6,0.1
CCOc1ccccc1NC(=O)c1cc(S(=O)(=O)NC2CCCCCC2)ccc1F,-0.1,-7,-13,0.4
CC(=O)Nc1ccc(-n2cc(-c3ccccc3)nc2SCC(N)=O)cc1,0.0,-5,-4,-0.3
O=C1C(c2ccc(F)cc2)N(Cc2ccc3c(c2)OCO3)C(=O)CN1C1CCCCC1 (centres undefined),-0.1,-1,8,-0.9
Cc1cc(=O)oc2cc(NC(=O)c3cc([N+](=O)[O-])ccc3Cl)ccc12,0.2,6,-9,-0.9
N#CC1(C#N)[C@H](c2ccccc2I)[C@@H](C(=O)c2ccccc2)N2c3ccccc3C=C[C@@H]21,0.8,8,8,-0.6
C=CCOc1ccc(/C(O)=C2/C(=O)C(=O)N(CCCN(C)C)C2c2ccc(OC)c(OC)c2)cc1C (centres undefined),0.0,2,-3,1.5
COC(=O)c1ccccc1OCCCOc1cccc2cccnc12,-0.1,-37,68*,0.2
CCOc1ccc(C)cc1S(=O)(=O)Nc1ccc2c(c1)N(CC)C(=O)C(C)(C)CO2,0.2,-6,6,-0.7
O=C(Nn1c(Cc2cccs2)nc2ccccc2c1=O)c1ccc(F)cc1F,-0.1,-10,-3,-1.0
CCOc1ccc2nc(SCC(=O)N3CCN(C(=O)c4ccc(C)cc4)C3)sc2c1,-0.2,-2,-6,-1.2
COc1ccc(Cc2nc(C)cc(Cl)n2)cc1Cl,0.2,-11,7,1.0
COc1cccc(OCC(=O)NNC(=O)c2ccccc2C)c1,0.0,-5,-2,-0.5
COc1cc(-c2cc(C(F)(F)F)n3ncc(C(=O)Nc4ccc(O)cc4)c3n2)cc(OC)c1OC,-0.1,7,-5,-0.3
CCOc1ccc(N(C)S(=O)(=O)c2ccc3[nH]cc(C(=O)NCc4ccccn4)c(=O)c3c2)cc1,0.1,-4,11,-0.9
O=C(c1c[nH]c2cc(-c3cn[nH]c3)ccc12)N1CCC(c2ccccc2)C1 (centres undefined),0.2,-11,4,4.9
CC(=O)N(CN1C(=O)c2ccccc2S1(=O)=O)CN1C(=O)c2ccccc2S1(=O)=O,0.1,-9,7,-1.4
OCc1nccn1Cc1ccccc1,0.1,-1,3,-0.3
CC(C)C(NS(=O)(=O)c1cccc2nsnc12)C(=O)NCc1ccc(Cl)cc1 (centres undefined),0.1,2,8,-0.3
CC1CCN(C(=O)CSc2nc(-c3cccs3)nc3c2c(=O)n(C)c(=O)n3C)CC1,0.0,-2,2,1.3
Cc1ccccc1-n1nc2c(c1NC(=O)c1ccc(Cl)cc1Cl)CSC2,-0.1,9,-3,-1.2
Nc1nc(Nc2ccc(C(F)(F)F)cc2)nc2c1ncn2C1CCCCC1,0.0,2,-14,-0.6
CN(C)CCCNC(=S)/N=c1\sccn1Cc1ccccc1Cl,0.2,9,19,0.5
O=C(COc1ccc(-c2ccccc2)cc1)NNC(=O)c1ccc(F)cc1,-0.1,1,9,-0.4
CCN1CCN(c2cc(C)c3cc(NC(=O)C4CCCCC4)ccc3n2)CC1,-0.1,-10,5,-0.5
CCOC(=O)c1c(C)oc2nc(COc3ccc(C)nc3[N+](=O)[O-])nc(N)c12,0.0,-10,0,-1.0
Cn1c(=O)c2c(nc(NCCNC(=O)Nc3ccccc3)n2Cc2ccccc2)n(C)c1=O,-0.2,-2,-1,-1.0
Cc1nc(C)c(C(=O)N[C@@H](Cn2nnc3ccccc32)C(C)C)o1,0.2,0,14,0.2
CN1C(=O)c2ccc(NC(=O)c3ccc(S(=O)(=O)N(C)c4ccccc4)cc3)cc2C1=O,-0.1,-3,-6,0.1
CC(C)C(O)(C#CCN1CCCCCC1)c1ccccc1 (centres undefined),0.1,2,9,1.0
CCN1CCN(c2ccc([N+](=O)[O-])c(-n3nc(C)c4ccccc4c3=O)c2)CC1,-0.1,0,4,0.8
CCN1Cc2cccc(C(=O)Nc3ccc(Br)c(C)c3)c2C1=O,0.0,-1,0,0.2
CC(=O)NN1C(=O)/C(=C\c2ccc(O)c([N+](=O)[O-])c2)SC1=S,-0.7,3,11,-6.3
CN1CCN(C(CNC(=O)c2cccs2)c2ccc3c(c2)OCO3)CC1 (centres undefined),-0.3,-11,-7,-0.3
O=C1C2CC=C(Cl)CC2C(=O)N1n1cnnc1 (centres undefined),0.4,-2,1,0.9
O=C(Nc1cccs1)Nc1ccccc1I,-0.1,1,2,0.0
CCOC(=O)c1sc(N2C(=O)C(O)=C(C(=O)c3ccco3)C2c2ccc(C(C)(C)C)cc2)nc1C (centres undefined),0.2,-4,29,0.7
CN(C)S(=O)(=O)c1ccc(/C(O)=C2/C(=O)C(=O)N(Cc3cccnc3)C2c2ccc(Br)cc2)cc1 (centres undefined),-0.1,-12,-15,-0.1
CCN(Cc1ccccc1)Cc1ccccc1[N+](=O)[O-],0.1,-3,9,-0.1
COc1cc(C#CC#CCN2CCOCC2)ccc1O,0.0,-1,0,-0.9
COc1ccccc1-n1c(SCC(=O)NCc2ccco2)nc2c(sc(=S)n2-c2ccccc2)c1=O,0.0,-5,19,-0.1
O=C(NCCc1nc2ccccc2[nH]1)c1ccccc1Cl,-0.1,7,2,1.0
CCOc1ccc(/C=N/NC(=O)CN2CCSCC2)cc1,0.0,-7,50,1.4
CC(=O)N(C)c1ccc(NC(=O)C2CC2)cc1,0.2,9,2,0.0
CCCn1c(SCc2nc(-c3ccc(Cl)cc3)no2)nnc1-c1ccncc1,-0.3,16,-7,1.7
Cc1sc(NC(=O)c2ccncc2)nc1-c1ccc2c(c1)CCN2C(=O)C1CC1,0.0,38*,-13,0.3
CC(C)(C)NC(=O)Cn1c(=O)oc2ccccc21,0.1,3,4,-0.3
CCNC(=O)Cn1nc2c3c(cccc31)C(=O)c1ccccc1-2,-0.1,1,-7,0.2
CC(C)(C)c1oc(C(=O)O)cc1CN1CCCCC1,0.0,-5,2,-1.2
Cc1ccc(N(C(=O)COc2c(C)cccc2C)S(=O)(=O)c2ccc(Cl)cc2)cc1,-0.1,-2,0,-1.2
O=C(N/N=C/c1cc([N+](=O)[O-])cc([N+](=O)[O-])c1O)C(O)c1ccccc1 (centres undefined),0.0,8,-1,-0.6
CC(C)(C)NCCCOc1ccc([N+](=O)[O-])cc1,0.0,-3,6,0.8
CCNc1nc2ccc(C(=O)NCCN(C(C)C)C(C)C)cc2s1,0.0,1,2,-0.7
CCOC(=O)c1csc(NC(=O)c2cc(Cl)ccc2Cl)n1,-0.1,5,1,1.6
Cc1cccc(Cc2nnc(CCC(=O)NCCc3nc(C)c4c(n3)CCC4)o2)c1,-0.1,-2,-8,0.8
CCOCCCNC(=O)C(NC(=O)c1ccccc1O)c1ccc(C)cc1 (centres undefined),0.0,-3,-11,1.2

(listing goes on)
molecule,FBW7 activator,TEAD-YAP block,MITF inh,GPR151 ag
COCCCNC(=O)Cn1nnc(-c2ccccc2NC(=O)c2cccnc2)n1,-0.1,0,-7,-0.6
CCOc1ccc(-n2c(SCC3OCCO3)nc3c(sc(=S)n3-c3ccc(C)cc3C)c2=O)cc1,0.0,2,5,0.5
COC(=O)c1ccc(OCC2c3cc(OC)c(OC)cc3CCN2C(=O)c2ccc(Cl)cc2)cc1 (centres undefined),-0.2,4,-4,-1.3
CCC1CCCCN1CCCNC(=O)CSc1cc(=O)n(C)c2ccc(Cl)cc12 (centres undefined),0.1,4,1,-0.4
C/C(=N\NC(=O)COc1ccccc1[N+](=O)[O-])c1ccc(O)cc1,0.0,-14,-8,-0.7
Cc1cc(C)c(NC(=O)NC(=O)c2cccc(OC(F)(F)C(F)F)c2)c(C)n1,-0.2,-9,1,1.5
CCOCCOC(=O)C1=C(C)NC(=O)NC1c1ccccc1OCc1ccccc1 (centres undefined),-0.1,0,16,0.1
Cc1ccc(S(=O)(=O)N/N=C/c2ccc(C(=O)O)cc2)cc1,-0.1,6,2,0.0
Cc1cccc(N2CN=c3s/c(=C4\C(=O)N(C)c5ccccc54)c(=O)n3C2)c1,-0.1,5,7,-0.7
COc1ccc(OCc2ccccc2C(=O)O)cc1,0.0,-1,-4,-4.6
COc1ccccc1Nc1nc(-c2ccc(I)cc2)cs1,0.0,-11,-1,-0.6
Cc1c(C(=O)NC2CC2)oc2ccc(Br)cc12,0.6,-39,10,-0.5
O=C1ON=C(c2ccc(Cl)cc2)/C1=C\c1ccc(OC(=O)c2ccc(Cl)cc2)cc1,0.2,-7,40,-0.6
COc1cccc(C2C(C(=O)OCc3ccccc3)=C(C)NC3=C2C(=O)CCC3)c1OC (centres undefined),0.5,-4,8,1.5
CN(C)CCOC(=O)c1ccc2c(c1)OCCO2,0.1,-6,-5,0.3
Cc1cnc(=O)[nH]c1SCc1ccc(Cl)c(Cl)c1,-0.1,6,-13,0.6
COC(=O)c1ccc(-c2ccc(/C=C3/C(=N)N4N=C(COc5ccccc5)SC4=NC3=O)o2)cc1,0.6,6,-1,0.0

Given with two lines to a compound: entries from further up.
Order of values – FBW7 activator, TEAD-YAP block, MITF inh, GPR151 ag
- O=C(COc1ccc(-c2ccccc2)cc1)NNC(=O)c1ccc(F)cc1
    -0.1, 1, 9, -0.4
- CCN1CCN(c2cc(C)c3cc(NC(=O)C4CCCCC4)ccc3n2)CC1
    -0.1, -10, 5, -0.5
- CCOC(=O)c1c(C)oc2nc(COc3ccc(C)nc3[N+](=O)[O-])nc(N)c12
    0.0, -10, 0, -1.0
- Cn1c(=O)c2c(nc(NCCNC(=O)Nc3ccccc3)n2Cc2ccccc2)n(C)c1=O
    -0.2, -2, -1, -1.0
- Cc1nc(C)c(C(=O)N[C@@H](Cn2nnc3ccccc32)C(C)C)o1
    0.2, 0, 14, 0.2
- CN1C(=O)c2ccc(NC(=O)c3ccc(S(=O)(=O)N(C)c4ccccc4)cc3)cc2C1=O
    -0.1, -3, -6, 0.1
